p53 reactivator = restores transcriptional activity of mutant p53; Potency, µM (doses to about 92.2 µM), inactives show at the highest dose activity change, positive = activation, hits mostly activators; H1299 p53-A138V BP100-luciferase reporter, luminescence, 24 h; 320,000 compounds, 0.063% hits; AID 504706; note: potency is the fitted concentration of half-maximal effect; % of control where 0% means no effect; nearly all actives have a fitted effect of over 45% in size
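p53-null H1299 cells stably carrying temperature-sensitive p53-A138V and a BP100-luciferase reporter were pinned with compounds (4-point, 1:5 series) and held 24 hrs at 37 deg C. Luminescence was read 10 min after detection reagent.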
TRPV1 agonist = activates the human vanilloid receptor TRPV1. Q8NER1. TRPV1-expressing cells, Fluo-8 calcium influx, agonist mode. activation, % at 8.33 µM. 320,000 compounds, 0.19% hits. AID 540275; in the data active = activation above about 80%; inconclusive = between about 30% and that limit; note: 0% is about no effect
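TRPV1-expressing cells were cultured overnight at 35.5C and loaded with Fluo-8 calcium dye for 40 to 90 min at room temperature. After a 10 s baseline, compound was added and calcium influx was read kinetically for 3 min (ex 480/em 520 nm).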
TCR activator = activators of T cell receptors; 330,000 tested, under 10 active; primary human leukocytes, anti-CD3, IL-2 HTRF, 48 h; Potency, µM (top dose mostly 9.22 µM), inactives show top-dose activation of IL-2 secretion, actives largely listed as activators; AID 504894; note: % of control where 0% means no effect
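Primary human leukocytes receive a-CD3 beads and test compound and are incubated 48 hr. Secreted IL-2 is then assayed by HTRF, measuring 665nm acceptor emission after 320nm excitation of the europium donor.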
MLL CXXC-DNA inh = blocks binding of human MLL CXXC domain to DNA. Potency, µM (doses to about 115 µM), for the others: top-dose activity change, negative = inhibition, most hits filed as inhibitors. Q03164. MLL-CXXC / FITC-HOXA9 DNA fluorescence polarization. 290,000 compounds, 0.037% hits; active = well fitted inhibition curve with a large enough effect in the polarisation, with a control signal flat, not every such curve was filed as active; inconclusive = small, poorly fitted or top-dose-only effect, or effect the other way, or a change in a side signal; inactive = no such curve, though single readings can be large or run the other way; the % refers to the polarisation; note: potency is the fitted concentration of half-maximal effect
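Steps: dispense CXXC domain solution (7 uM) → pin compounds or unlabeled HOX-A9 DNA control → 5 min ambient → add FLSN-HOX-A9 solution (50 nM) → spin → 30 min ambient → fluorescence polarization. Tris pH 7.5/NaCl/DTT/BSA buffer.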
BRCA1 expr act = BRCA1 expression activation; AID 624202; 380,000 compounds, 1.1% hits; MCF7-BRCA1-FFLuc reporter, luminescence, 48 h; response scale: scaled: vehicle 0%, 10 µM genistein 100%; Potency, µM (doses to about 46.1 µM), inactives show at the highest dose activation, most hits filed as activators; note: potency is the fitted concentration of half-maximal effect; nearly all actives have a fitted effect of over 80% in size; some results filed as inactive show a strong effect at the top dose
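Cells: MCF7-BRCA1-FFLuc, 2000/well. Exposure: 48 h, 37 °C, 5% CO2. Read: luminescence, 15 min post-substrate. Controls: genistein 10 microM (maximal activation), DMSO (neutral).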
a7 integrin act = activators of alpha7 integrin expression for muscular dystrophy | alpha7betagal myoblasts, beta-gal FDG fluorescence, 48 h | Potency, µM (series often up to 38.3 µM), without a hit: top-dose activation, actives largely listed as activators | 350,000 compounds, 0.064% hits | AID 624291;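 note: potency is the fitted concentration of half-maximal effect; 100% = response of the positive control SU9516; nearly all actives have a fitted effect of over 60% in size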
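alpha7betagal+/- myoblasts (passage 13, 250/well) treated 48 h at 37C with compounds at 1:260 dilution of DMSO stock. Lysed, then beta-galactosidase activity read as FDG fluorescence (ex 480/em 540) after 30 min, with pre-read for autofluorescence.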
PTAP TSG101 blk = blocks PTAP/TSG101 interaction to inhibit HIV-1 budding | Q99816 | 340,000 tested, under 10 active | Potency, µM (highest dose often 115 µM), for inactives: at the highest dose activity change, negative = inhibition, actives largely listed as inhibitors | Fluorescence polarization, FITC-PTAP peptide / Tsg101 binding; active = well fitted inhibition curve with a large enough effect in the main read-out, with a control signal flat, not every such curve was filed as active; inconclusive = small, poorly fitted or top-dose-only effect, or effect the other way, or a change in a side signal; inactive = no such curve, though single readings can be large or run the other way; note: potency is the fitted concentration of half-maximal effect; % of control where 0% means no effect
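Tsg101 binding domain (10 uM final) was mixed with compound and a FITC-labeled PTAP peptide (50 nM final) in HEPES pH 7.5 buffer with NaCl, Tween 20, EDTA and TCEP; fluorescence polarization was read after 20 min at r.t.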
ELG1 repair inh = ELG1-dependent DNA repair inhibition | HEK293T ELG1-luciferase reporter, luminescence, 16 h; DNA damage induced by 5-fluorouridine | Potency, µM (highest dose often 46.1 µM), without a hit: at the top dose activity change, negative = inhibition, hits mostly inhibitors | 330,000 compounds, 2.3% hits | AID 504467; note: potency is the fitted concentration of half-maximal effect; % is set by controls: 0 for no effect and ±100 for the full control effect; nearly all actives have a fitted effect of over 55% in size
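DMSO vehicle served as the neutral condition. Each well held 2,000 cells given 5-fluorouridine plus compound; after 16 hr at 37 °C/5% CO2, ONE-Glo was added and luciferase measured 30 min later.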
AT treatment = candidate therapy for ataxia-telangiectasia. […] A-T fibroblasts, KAP-1 phosphorylation AlphaLISA; neocarzinostatin DNA damage 30 min before lysis. Potency, µM (highest dose often 57.5 µM), inactives show at the top dose activation, usual class: activators. 320,000 compounds, 0.19% hits. AID 485349; note: potency is the fitted concentration of half-maximal effect; % of control where 0% means no effect; nearly all actives have a fitted effect of over 45% in size
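hTERT-immortalized A-T patient fibroblasts ([…]), 500 cells/well in OPTI-MEM, 1% FBS, got compounds for 60 min, then NCS for 30 min at 37C. Lysates were then assayed for phospho-KAP-1 by AlphaLISA (anti-pKAP1 donor, anti-KAP1 acceptor beads), 6 hr at 25C.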
B2AR arrestin = beta2AR (human) beta-arrestin recruitment activity. beta-arrestin recruitment to beta2AR, cell-based reporter. P07550. AID 492947. Potency, µM (highest dose often 46.1 µM), without a hit: at the highest dose activation, most hits filed as activators. 330,000 compounds, 0.02% hits;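 note: potency is the fitted concentration of half-maximal effect; 0% = DMSO controls and full agonism = EC100 isoproterenol or metaproterenol; nearly all actives have a fitted effect of over 65% in size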
An asterisk follows results filed as active; ? = inconclusive; nt = no result given; [ ] = remark or other dose. Unless noted, calls come from the whole dose curve; as a rule, active = well fitted curve in the direction sought with a large enough effect; inconclusive = small, poorly fitted or top-dose-only effect, or another doubt; inactive = no such curve, though single readings can be large; an effect the other way counts as inactive or inconclusive. Not a hit list, and some 3.8% of all compounds hit somewhere here.

SMILES | p53 reactivator | TRPV1 agonist | TCR activator | MLL CXXC-DNA inh | BRCA1 expr act | a7 integrin act | PTAP TSG101 blk | ELG1 repair inh | AT treatment | B2AR arrestin
CCCCn1cnc2c(SCc3ccc([N+](=O)[O-])cc3)nc(N)nc21 | nt | nt | 8% | nt | -2% | -10% | -6% | nt | nt | nt
C=CCOc1ccc2c(c1)CCC1C2CCC2(C)C(O)C(O)CC12 (stereo unspecified) | nt | nt | 4% | nt | 13% | -39% | 1% | nt | nt | nt
Nc1ccc(-c2nnc(-c3ccc(-c4ccccc4)cc3)o2)cc1 | 19% | 3 | -5% | 4% | ? | 7% | 1% | ? | 20% | 0.1%
COc1ccc(N2CC(C(=O)N/N=C/c3cccs3)CC2=O)cc1 (stereo unspecified) | 6% | -1 | 2% | 13% | -1% | -1% | -1% | ? | -1% | 0.0%
CCC(C)Sc1ccc([C@@H]2[C@H]3C(=O)N(CC)C(=O)[C@H]3[C@]3(C(=O)OC)CCCN23)cc1OC (stereo partly specified) | 0% | 7 | -2% | nt | -15% | 9% | -5% | -12% | 1% | -0.8%
O=c1[nH]c2ccccc2c(=O)n1CCCO | 2% | -2 | 3% | 3% | 20% | 26% | 0% | -7% | 2% | -0.2%
CN(C)/C=C1\N=C(c2cccnc2Oc2ccc(Cl)cc2)OC1=O | -8% | 5 | 0% | -4% | -18% | -48%[inhibitor] | -4% | ? | -8% | 14%
Cn1cnnc1SCC(=O)c1ccc2c(c1)OCO2 | 6% | -1 | 2% | 0% | 25% | 6% | -1% | ? | 6% | 0.1%
Nc1nc2ccc(Br)cc2o1 | nt | nt | 1% | nt | 27% | 14% | -2% | nt | nt | nt
COCCCn1cnnc1SCC(=O)Nc1ccc(S(=O)(=O)N2CCCC2)cc1 | 1% | -1 | -5% | -6% | 11% | -10% | -3% | -18% | nt | 0.0%
Cc1cc(C)nc(NS(=O)(=O)c2ccc(NC(=O)c3ccc4c(c3)OCCO4)cc2)n1 | 2% | -5 | 12% | 7% | 30% | 13% | -4% | ? | 0% | 0.5%
COC(=O)c1c(C)oc2ccc(N(C(=O)c3ccncc3)S(=O)(=O)c3ccc(C)cc3)cc12 | 17% | -2 | 1% | 2% | -73% | -52%[inhibitor] | 1% | -12% | 2% | 0.0%
COc1ccc(/C=C(\C#N)C(=O)OCC(=O)NCc2ccc(Cl)cc2)cc1 | 0% | 1 | 4%[46.1 µM] | -4% | nt | nt | nt | -2% | 2% | -0.1%
CCOC(=O)CN1C(=O)C(O)(C2CCc3ccccc3C2=O)c2ccccc21 (stereo unspecified) | -3% | 3 | -5% | 2% | -8% | -6% | -9% | -8% | -1% | 0.1%
CCOC(=O)c1ccc(N=c2scc(C)n2CC)cc1 | -2% | 23 | -1% | 3% | ? | 16% | -3% | ? | 17% | 0.4%
Nc1cccc(C(=O)OCC(=O)c2ccccc2)c1 | ? | 2 | -1%[46.1 µM] | 4% | 7.9µM* | 19% | -4% | ? | 21% | -1.6%
O=C(Nc1ccccc1C(=O)O)c1cc(S(=O)(=O)Nc2cccc(F)c2)ccc1Cl | nt | 2 | -1% | -21% | 0% | 29% | -5% | -9% | -1% | 0.8%
COC(=O)Cc1cc(=O)[nH]c(/N=C(\N)Nc2ccc(C)cc2)n1 | -1% | 2 | -1% | -13% | 1% | 11% | -1% | 10% | -4% | -0.2%
CCOC(=O)COc1c(-c2ccc(OC)cc2)oc2ccccc2c1=O | -3% | ? | 2%[46.1 µM] | 8% | -3% | 12% | -5% | ? | nt | -0.8%
CC#CCN1c2ccccc2[C@]23C[C@@H](C(=O)OC)N(C(=O)OCC)C2=NC(C(=O)OC)=C(C(=O)OC)[C@H]13 | -2% | 2 | -2% | -3% | -11% | 0% | 2% | 6% | 10% | -0.2%
Cc1sc2ncnc(N3CCC(C(=O)Nc4sc5c(c4C(N)=O)CCC(C)C5)CC3)c2c1C (stereo unspecified) | -4% | -5 | 0% | nt | -54% | 26% | -5% | ? | -1% | 0.2%
O=C(O)c1ccc(/C=N/n2c(C3CCCCC3)n[nH]c2=S)cc1 | 2% | -1 | -3% | 7% | -17% | 9% | -6% | -6% | -4% | -0.5%
CC(C)(C)C(=O)NNC(=O)c1cc(C(C)(C)C)nn1Cc1ccccc1 | 1% | 15 | 3% | 1% | -2% | 2% | -2% | ? | -6% | -0.6%
O=C(Cn1cncn1)N/N=C/c1ccc(Cl)cc1 | 6% | 0 | nt | 7% | -28% | -37% | -3% | 28% | 4% | 0.1%
CCc1ccc([C@@H]2CC=C(C(=O)O)[C@H](c3ccc(Cl)cc3)N2S(=O)(=O)c2ccc(C)cc2)cc1 | 7% | 0 | 9% | nt | 7% | 0% | -1% | 14% | 12% | 0.1%
CCOC(=O)c1c(N)sc(-c2ccccc2)c1C | ? | -2 | -5%[46.1 µM] | -6% | ? | 3% | -7% | ? | 6% | -0.4%
O=C(NCCNc1nccc(C(F)(F)F)n1)c1cccs1 | -5% | 10 | 7% | -1% | 47% | 1% | -3% | -6% | 11% | -0.3%
COC(=O)c1cc(Br)ccc1NC(=O)Nc1ccc(C)cc1 | nt | nt | -2% | nt | 39% | -40% | -2% | nt | nt | nt
COc1cccc(NC(=O)Cc2ccc3ccccc3c2)c1 | 8% | 7 | 2% | 3% | 0% | ? | -6% | -17% | 4% | -1.1%
Cc1cc(C)nc(SC(C)C(=O)Nc2ccc(S(N)(=O)=O)cc2)n1 (stereo unspecified) | 1% | -3 | -5% | 3% | 0% | 0% | -1% | 1% | 3% | 0.4%
O=C(CCCn1cnc([N+](=O)[O-])n1)Nc1ccc(F)c(Cl)c1 | 4% | 10 | 1% | 1% | -5% | -4% | -11% | 16% | -6% | 0.1%
CCC(C)NC(=O)C1(N2C(=O)c3ccccc3C2=O)CCCC1 (stereo unspecified) | nt | nt | 2% | nt | -4% | 0% | -2% | nt | nt | nt
NCCOc1ccc(C23CC4CC(CC(C4)C2)C3)cc1 | -10% | 19 | 2% | 18% | -87%[inhibitor] | -68%[inhibitor] | -11% | ? | -9% | 0.0%
Cc1c(Cl)cccc1NC(=S)N=Nc1c(O)n(CN2CCOCC2)c2ccccc12 | -6% | 6 | -2% | -5% | -63% | -62%[inhibitor] | -4% | 19% | -20% | -0.4%
CCc1nnc(NC(=O)CCC(=O)NC2CC2)s1 | 2% | -6 | -2% | -4% | -18% | ? | -3% | 0% | 5% | -0.6%
CSc1nc(O)c(N=Nc2ccc(F)cc2F)c(=O)[nH]1 | ? | -3 | 15% | -2% | 43% | ? | 2% | ? | 0% | 0.0%
N#Cc1c(Cl)nc(-c2ccncc2)nc1-c1ccccc1 | 9% | 0 | 5% | -10% | -1% | 5% | -3% | 2% | -20% | -0.8%
CCCCCN(C(=O)CCC(=O)OCc1cccc(Br)c1)c1c(N)n(CCCC)c(=O)[nH]c1=O | 3% | 3 | -3% | nt | -33% | 1% | -3% | -17% | 4% | 0.0%
O=S(=O)(c1cccc(F)c1)N1CCN(c2nc(-c3cccnc3)nc3ccccc23)CC1 | -3% | nt | 2% | nt | -23% | 12% | 1% | 10µM* | -3% | -0.1%
CCN(CC)CCn1c(NCc2ccc3c(c2)OCO3)nc2ccccc21 | 0% | 9 | -1% | 3% | -4% | -6% | -4% | -18% | -7% | 0.1%
Cc1noc(NS(=O)(=O)c2ccc(NC(=O)CC34CC5CC(CC(Br)(C5)C3)C4)cc2)c1C | 4% | 1 | 3% | -16% | -6% | 5% | -5% | 9% | -1% | -0.4%
Cc1ccc(Nc2nc(N)c([N+](=O)[O-])c(NCCO)n2)cc1C | 8% | -1 | 4% | 1% | -9% | -19% | 0% | ? | 17% | -0.2%
O=C(c1ccco1)N1CCN(C(=O)C23CC4CC(CC(C4)C2)C3)CC1 | -2% | ? | 6% | -1% | 2% | 15% | 0% | -9% | 0% | -0.6%
CCOc1cccc(CNc2ccc(O)cc2)c1OCc1ccc(Cl)cc1 | -3% | 25 | -5% | -1% | -11% | -36% | -1% | ? | 2% | ?
Cc1onc(COc2ccccc2O)c1Br | 2% | 11 | 0% | 11% | 7% | 0% | -4% | ? | 5% | -0.1%
COc1ccc2[nH]c3c(=O)n(Cc4ccc(C(=O)N5CCCC5)cc4)c(=S)[nH]c3c2c1 | -4% | -3 | -10% | 14% | 1% | ? | -2% | ? | 1% | -0.1%

Copied from the list.
Result for CCOc1cccc(CNc2ccc(O)cc2)c1OCc1ccc(Cl)cc1 in AT treatment: 2%
Result for Cc1ccc(Nc2nc(N)c([N+](=O)[O-])c(NCCO)n2)cc1C in a7 integrin act: -19%

Assay outcomes deposited in PubChem BioAssay by National Center for Advancing Translational Sciences (NCATS).
